Screening data as filed in PubChem.
Spn DPM-DC inh = inhibitors of Streptococcus pneumoniae diphosphomevalonate decarboxylase. calls only at 10 µM. 65,000 tested, 0.49% active. purified DPM-DC, PK/LDH coupled NADH fluorescence;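 active means the 320 compounds with the highest percent inhibition in the single-dose primary screen, excluding strongly autofluorescent ones, cut at about 32% in these data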;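 further: kinetic rate of NADH fluorescence loss reporting ADP formed by the decarboxylase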
HPDE-C7 cytotoxicity = HPDE-C7 pancreatic duct cell viability loss – fluorescence, HTS (AID 430); HPDE-C7 pancreatic duct cells viability, fluorescence; higher % means a stronger effect; cytotoxicity, % at 10 µM; hits with a dose series show EC50 in µM; 63,000 tested, 1.8% active;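 further: cells exposed to compound for 48 hours before viability readout; 0% = vehicle and 100% = reference cytotoxic drug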
MK inhibit = blocks S. pneumoniae mevalonate kinase; purified MK, PK/LDH-coupled NADH absorbance 340 nm; inhibition, % at 10 µM; 65,000 tested, 0.48% active;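 active means ranked among the strongest by inhibition in the single 10 µM screen, a fixed top-ranked set picked for dose follow-up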; further: no value below 0 was filed
Spn PMK inh = inhibitors of Streptococcus pneumoniae phosphomevalonate kinase | 65,000 tested, 0.49% active | inhibition, % at 10 µM | purified PMK, PK/LDH-coupled NADH absorbance 340 nm | AID 539;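 active means top-ranked compounds by inhibition in the single 10 µM screen, taking a fixed number of the strongest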;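 further: 0% = full reaction with DMSO carrier and 100% = background rate without enzyme reaction; no value below 0 was filed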
HPDE-C7K KRASV12 = cytotoxicity in KRAS-transformed pancreatic duct cells, primary screen, cell-based, fluorescence, HTS (AID 431). cytotoxicity, % at 10 µM, or EC50 in µM where a hit was titrated. HPDE-C7K KRASV12 cells, Alamar Blue viability, 48 h; higher % means a stronger effect. 63,000 tested, 1.7% active;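 active means compounds whose percent cytotoxicity in the single-dose primary screen, scaled between solvent and toxic-drug controls, exceeds 50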;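 further: 0% = DMSO solvent wells and 100% = doxorubicin-treated wells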
HT1080 cytotoxicity = HT1080 cell viability loss – fluorescence readout (AID 620); HT1080 viability, fluorescence; higher % means a stronger effect; cytotoxicity, % at 10 µM; hits with a dose series show EC50 in µM; 87,000 tested, 0.42% active;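 further: cells exposed to compound overnight then 4 h with Alamar Blue; 0% = vehicle DMSO and 100% = killing control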
Alkaline phosphatase = human TNAP enzyme inhibitors, biochemical, luminescent (AID 518); purified TNAP enzyme, luminescent substrate readout; higher % means a stronger effect; one-dose inhibition, % at 20 µM; IC50 in µM for titrated hits; 64,000 tested, 0.09% active; in the data active means a potency from the dose series; inactive means the rest, 99 in 100 with inhibition below about 22%;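 further: plate controls were vehicle for no effect and reference inhibitor for full effect; many of its hits are not listed in these tables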
LYP inhibition = inhibition of human PTPN22 tyrosine phosphatase – biochemical, DiFMUP fluorescence, recombinant catalytic domain, 10 µM, primary screen (AID 606) | recombinant LYP catalytic domain, DiFMUP fluorescence; higher % means a stronger effect | inhibition, % at 10 µM, or IC50 in µM where a hit was titrated | 52,000 tested, under 10 active;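 active means IC50 under 40 µM in the dose-response test; inactive means IC50 of 40 µM or more, or never dose-tested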
Bfl-1 inhibitors = displacement of Bid BH3 peptide from Bfl-1 – biochemical, fluorescence polarization, FITC-Bid, mouse, primary screen (AID 432); 64,000 tested, 0.02% active; FITC-Bid BH3 peptide fluorescence polarization displacement; higher % means a stronger effect; displacement, % at 20 µM, or IC50 in µM where a hit was titrated; in the data active means a potency from the dose series; inactive means the rest, 99 in 100 with displacement below about 15%; further: strong numbers were not always called active
Spn PMK inh pilot replicates = also measured in Spn PMK inh; calls as there; inhibition, %; measured here: pilot screen replicates
MK inhibit pilot replicates = recorded beside MK inhibit, whose call it bears; inhibition, %; measured here: pilot screen replicates
Spn DPM-DC inh pilot screen % = further read-out of Spn DPM-DC inh, marked with its call; inhibition, %; measured here: pilot screen trials
* = called active by the depositor; i = inactive; . = no result given. Unless noted, no stated cut-off is given here; in the data, active means cytotoxicity above about 50%; inactive means the rest. Not all compounds are listed (hit frequency here may not be typical).

SMILES	Spn DPM-DC inh	HPDE-C7 cytotoxicity	MK inhibit	Spn PMK inh	HPDE-C7K KRASV12	HT1080 cytotoxicity	Alkaline phosphatase	LYP inhibition	Bfl-1 inhibitors	others
CCC(=NCC1CCCO1)c1c(O)n(-c2ccccc2)c(=O)[nH]c1=O (configuration not stated)	i	-21%	8	8	-18%	0%	2%	.	-5%
CCC(=NCCN1CCOCC1)c1c(O)n(-c2ccccc2C)c(=O)[nH]c1=O	i	-5%	0	4	0%	29%	6%	11%	0%
OCCNc1c2c(nc3ccccc13)CCCC2	i	-2%	4	5	7%	-4%	7%	.	8%
Cc1ccc2c(c1)C1CN(C)CCC1N2C(=O)c1ccco1 (configuration not stated)	i	-14%	12	0	2%	4%	0%	-5%	3%
CC1CC2(O)c3nonc3CCC2N1O (configuration not stated)	i	.	2	9	.	1%	4%	8%	4%
COc1ccc(-n2c(=O)[nH]c3ccccc3c2=O)c(OC)c1	i	-11%	5	15	-6%	14%	7%	0%	-6%
C#CCN(C)C(C)Cc1ccccc1 (configuration not stated)	i	1%	5	3	1%	14%	12%	5%	0%	Spn PMK inh pilot replicates=3.0;MK inhibit pilot replicates=0.0;Spn DPM-DC inh pilot screen %=2.0
CCC(C)NC(=O)c1c(N)n(Cc2ccc3c(c2)OCO3)c2nc3ccccc3nc12 (configuration not stated)	.	.	14	0	.	12%	-10%	13%	1%
COc1ccc2c(c1)CC1(CN2C)C(=O)NC(=O)N(c2ccc(F)cc2)C1=O (configuration not stated)	i	6%	10	9	9%	2%	8%	.	4%
CC(=NCc1ccc(F)cc1)c1c(O)n(C)c(=O)n(C)c1=O	i	24%	1	9	38%	-4%	4%	-24%	-12%
CN(C)c1ccc2c(c1)N=C(c1ccco1)OP2(=S)N1CCOCC1 (configuration not stated)	i	0%	3	11	14%	4%	12%	-8%	-1%
O=C(c1cc(Br)ccc1Cl)N1CCC2(CC1)OCCO2	i	-4%	7	1	-6%	3%	-6%	15%	-3%
FC(F)(F)c1ccc2c(c1)ncn2C1CCN(Cc2nnnn2C2CCCCC2)CC1	i	-8%	3	6	2%	2%	6%	-11%	0%
COc1ccc(C(CC(=O)N2CCC3(CC2)OCCO3)NS(=O)(=O)c2ccc(OC)cc2)cc1 (configuration not stated)	i	0%	9	0	-6%	-2%	10%	-2%	-8%
Cc1cc(C)c(C2=NOC(O)(C(F)(F)F)C2)c(=O)[nH]1 (configuration not stated)	i	-2%	4	19	0%	12%	9%	11%	-1%
CN1CCc2nc3sc(C#N)c(N)c3c(-c3cccs3)c2C1	i	4%	0	9	6%	2%	9%	-1%	0%
O=c1[nH]c(=O)n(CCc2ccccc2)c(O)c1C=NCCN1CCNCC1	i	-8%	1	6	2%	-4%	15%	.	1%	Spn PMK inh pilot replicates=4.0;MK inhibit pilot replicates=0.5;Spn DPM-DC inh pilot screen %=0.0
N#CC1=C(N)Oc2c(c(=O)oc3ccccc23)C1c1cccnc1 (configuration not stated)	i	-6%	8	0	7%	3%	10%	5%	-4%
CN1C(=O)c2ccccc2Sc2ccc(C(=O)N3CCC4(CC3)OCCO4)cc21	i	-7%	0	2	2%	6%	2%	.	-9%
CNCCc1nc(N)n[nH]1	i	7%	9	1	11%	0%	9%	-4%	-2%
CCCCn1c(O)c(C(C)=NCCc2ccccc2)c(=O)[nH]c1=O	i	-19%	5	13	-6%	-5%	12%	6%	-1%	Spn PMK inh pilot replicates=1.5;MK inhibit pilot replicates=0.0;Spn DPM-DC inh pilot screen %=2.0
O=c1c2ccccc2nc(-c2ccco2)n1-c1ccncc1	i	0%	9	13	-19%	8%	3%	2%	0%
CCCCn1c(O)c(C(C)=NCc2ccc(F)cc2)c(=O)[nH]c1=O	i	10%	8	0	19%	22%	10%	9%	-2%
CCN1CCN(Cc2ccccc2C)CC1	i	-16%	5	5	-2%	-1%	14%	4%	-1%
COc1ccc2[nH]cc(CCN(C)C)c2c1	i	-6%	10	0	20%	-1%	10%	14%	2%	Spn PMK inh pilot replicates=0.0;MK inhibit pilot replicates=3.0;Spn DPM-DC inh pilot screen %=1.0

Reprinted at random: 3 compounds from above.
SMILES	Spn DPM-DC inh	HPDE-C7 cytotoxicity	MK inhibit	Spn PMK inh	HPDE-C7K KRASV12	HT1080 cytotoxicity	Alkaline phosphatase	LYP inhibition	Bfl-1 inhibitors	others
FC(F)(F)c1ccc2c(c1)ncn2C1CCN(Cc2nnnn2C2CCCCC2)CC1	i	-8%	3	6	2%	2%	6%	-11%	0%
CN(C)c1ccc2c(c1)N=C(c1ccco1)OP2(=S)N1CCOCC1 (configuration not stated)	i	0%	3	11	14%	4%	12%	-8%	-1%
CCN1CCN(Cc2ccccc2C)CC1	i	-16%	5	5	-2%	-1%	14%	4%	-1%

Next section:
SMILES	Spn DPM-DC inh	HPDE-C7 cytotoxicity	MK inhibit	Spn PMK inh	HPDE-C7K KRASV12	HT1080 cytotoxicity	Alkaline phosphatase	LYP inhibition	Bfl-1 inhibitors	others
O=C(Nc1ccccc1OC(=O)N1CCOCC1)N1CCOCC1	i	2%	4	5	0%	-1%	15%	0%	-4%
COC(=O)c1cc(COc2cc(C)cc3oc(=O)c4c(c23)CCC4)c(C)o1	i	-8%	7	0	-2%	2%	4%	3%	-4%
CC(C)Cn1cc(C(=O)N2CCC3(CC2)OCCO3)c2c3ccccc3n(C)c2c1=O	.	4%	8	14	29%	1%	12%	-12%	-3%
CCCc1nc2ccccc2c(=O)n1-c1cccc(OC)c1	i	.	10	13	.	9%	.	11%	.
CCCCn1c(O)c(C(C)=Nc2ccc(OCC)cc2)c(=O)[nH]c1=O	i	-20%	0	6	-5%	-1%	12%	15%	-4%
N[C@@H](Cc1c[nH]c2ccccc12)c1nnc(SCc2ccc(Cl)cc2)o1	i	44%	5	0	41%	19%	6%	.	0%
CCC(=NCC1CCCO1)c1c(O)[nH]c(=O)[nH]c1=O (configuration not stated)	i	-4%	13	14	10%	7%	11%	.	-4%
COC(=O)C(O)(c1c(C)[nH]n(-c2ccccc2)c1=O)C(F)(F)F (configuration not stated)	i	-5%	0	17	4%	6%	2%	.	-3%
COC(=O)c1cc(C(O)(C(=O)OC)C(F)(F)F)c(/N=C/N(C)C)s1 (configuration not stated)	i	2%	5	11	8%	14%	12%	-1%	-6%
C=CCN1C(=O)C2(C(C(=O)OCC)=C(N)Oc3ccccc32)C2=C1CCCC2=O (configuration not stated)	i	-8%	2	9	-7%	-6%	5%	-5%	-2%
CC(=O)NC1CC2CCCC(C1)N2 (configuration not stated)	i	2%	4	18	-10%	4%	11%	3%	-2%
CCc1nc2ccccc2c(=O)n1-c1cccc(OC)c1	i	19%	6	1	-14%	-1%	11%	.	-8%
NCC(O)c1ccc(O)cc1 (configuration not stated)	i	.	0	0	.	6%	.	0%	.
COc1cc2nc(CN3CC=C(c4ccccc4)CC3)[nH]c(=O)c2cc1OC	i	4%	0	18	1%	3%	-4%	0%	-10%
O=C(c1ccc2nc(-c3ccco3)c(-c3ccco3)nc2c1)N1CCC2(CC1)OCCO2	i	-9%	12	9	-9%	-3%	18%	6%	18%	Spn PMK inh pilot replicates=7.0;MK inhibit pilot replicates=0.0;Spn DPM-DC inh pilot screen %=6.5
O=C(c1ccccc1)c1cn(CC(=O)N2CCOCC2)c2ccccc12	i	.	4	7	.	8%	.	19%	.
C=CCn1c(O)c(C=Nc2ccc(N(CC)CC)cc2)c(=O)[nH]c1=O	i	-1%	0	2	2%	-3%	26%	8%	-17%
CCCCn1c(O)c(C(CC)=NCc2ccc3c(c2)OCO3)c(=O)[nH]c1=O	i	10%	8	11	28%	-7%	14%	.	1%
CCCCCCn1c(=O)c(C(=O)Nc2c(C)n(C)n(-c3ccccc3)c2=O)c(O)c2ccccc21	i	52%*	2	4	38%	4%	-2%	-4%	-10%
Cc1nc2ccccc2c(=O)n1-n1cnnc1	i	2%	4	16	-3%	11%	7%	-2%	-3%
CCCCn1c(=O)c(C(=O)Nc2cnccn2)c(O)c2ccccc21	i	60%*	8	7	52%*	18%	13%	1%	1%
CC(C)CC12CN3CCN(CC(C3)C1O)C2 (configuration not stated)	i	-5%	3	2	1%	.	0%	.	-8%
CCOC(=O)c1c(C)n(Cc2ccco2)c2ccc(OC)cc12	i	-6%	0	0	-8%	-2%	-4%	13%	-8%
CC1=CC(C)C(COC(N)=O)(COC(N)=O)C(C)C1 (configuration not stated)	i	-15%	5	10	-19%	20%	14%	1%	3%
Cc1nn(-c2ccccc2)c2c1CC1(C(=O)N(C)C(=O)N(C)C1=O)C1CCCCN21 (configuration not stated)	i	-23%	6	12	-7%	9%	8%	1%	4%	Spn PMK inh pilot replicates=1.5;MK inhibit pilot replicates=0.0;Spn DPM-DC inh pilot screen %=0.0

Remaining list, next part
SMILES	Spn DPM-DC inh	HPDE-C7 cytotoxicity	MK inhibit	Spn PMK inh	HPDE-C7K KRASV12	HT1080 cytotoxicity	Alkaline phosphatase	LYP inhibition	Bfl-1 inhibitors	others
Cc1cc(C)n2c(Br)c(CN3CC4CC(C3)c3cccc(=O)n3C4)nc2n1 (configuration not stated)	i	-14%	7	4	-20%	-4%	2%	19%	-5%
CCCNS(=O)(=O)c1ccc(OCC(=O)N2CCN(Cc3ccccc3)CC2)cc1	i	11%	3	2	8%	-1%	8%	7%	-6%	Spn PMK inh pilot replicates=3.0;MK inhibit pilot replicates=0.0;Spn DPM-DC inh pilot screen %=0.0
O=C(O)CP(=O)(O)c1ccc(Cl)cc1	i	-24%	7	1	-17%	.	-1%	5%	-2%
COc1ccc(C2C(C(=O)N3CCC4(CC3)OCCO4)CC(=O)N2c2ccc(OC)cc2)cc1 (configuration not stated)	i	-17%	6	0	-11%	20%	3%	.	-4%
C=CCOC(=O)C1=C(C)OC(N)=C(C#N)C12C(=O)N(CN1CCOCC1)c1ccccc12 (configuration not stated)	i	-17%	13	0	-40%	-34%	0%	0%	-2%
CCN(CC)Cc1c[nH]c2ccccc12	i	-4%	8	0	-8%	-10%	12%	11%	-5%
COc1cc(OC)c(OC)cc1CNCCc1ccc(OC)c(OC)c1	i	0%	42*	0	12%	-2%	11%	-5%	1%
CN(C)c1nc(-c2ccccc2)[n+](C)s1	i	-8%	10	13	-1%	6%	3%	4%	-4%
CCCCCn1c(=O)c(C(=O)Nc2ccncc2)c(O)c2ccccc21	i	69%*	3	16	73%*	26%	11%	3%	4%
Cc1ccc(O)c(CN2CCN(c3ccccc3)CC2)c1	i	0%	5	15	15%	-13%	15%	17%	3%	Spn PMK inh pilot replicates=6.0;MK inhibit pilot replicates=0.0;Spn DPM-DC inh pilot screen %=0.0
CCn1c(O)c(C=NCc2cccs2)c(=O)[nH]c1=O	i	-5%	5	0	-12%	0%	7%	7%	4%
NC(=O)OCCSc1nnc(-c2cccc(C(N)=S)c2)o1	i	-11%	13	15	3%	5%	8%	6%	0%	Spn PMK inh pilot replicates=0.0;MK inhibit pilot replicates=0.0;Spn DPM-DC inh pilot screen %=0.0
CC12CN3CC(C)(CN(C1)C3c1cccs1)C2O (configuration not stated)	i	1%	9	5	-11%	3%	14%	8%	1%
CCOC(=O)N1CCC(NC(=O)CCc2nc(C3=CCN(C)CC3)no2)CC1	i	-22%	0	9	-4%	1%	-1%	-1%	-1%
